Vif imaging = HIV Vif self-association inhibitors, primary screen, imaging, HEK293T, single point. HEK293T cells, Vif self-association by quenched fluorescence, 24 h. actives 0.35% (n = 340,000). inhibition, % at 7.49 µM; in the data active = inhibition above about 50%, passing the limit was not always enough; note: some results filed as inactive read as strong as hits
TLR9-MyD88 block = inhibitors of TLR9-MyD88 association in cells, primary screen, cell-based, CHO, BLA complementation, fluorescence. inhibition, % at 4.98 µM. Toll-like receptor 9 (Homo sapiens) + Myeloid differentiation primary response protein …. actives 0.21% (n = 340,000). CCF4 FRET ratio;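 active = inhibition above the mean over all tested compounds plus 3 SD, cut at about 21% in these data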;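 note: 0% = DMSO only wells and 100% = clavulanate BLA inhibitor control wells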
NR2F2 inh = NR2F2 transcriptional activity inhibitors, primary screen, cell-based, luciferase reporter, HEK293T, luminescence | actives 0.7% (n = 370,000) | HEK293T NGFI-A luciferase reporter | inhibition, % at 8.6 µM | COUP transcription factor 2 (Homo sapiens), P24468;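 active = inhibition above a per-plate cutoff, mean inhibition of test wells between control levels plus 3 SD, cut at about 38% in these data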;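 note: cells cotransfected with COUP-TFII expression vector driving the NGFI-A reporter; 0% = median of COUP-TF2 test wells and 100% = reporter-only cells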
SRC3 inh = SRC3 coactivator transcriptional activity inhibitors, primary screen, cell-based, luminescence. HEK293 GAL4-SRC3 luciferase reporter. inhibition, % at 3.6 µM. actives 0.17% (n = 360,000). AID 588352, 2011;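 active = inhibition above a per-campaign cutoff, the mean of all compounds plus 3 SD, cut at about 60% in these data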;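 note: 0% = DMSO-treated cells and 100% = gossypol-treated cells at 36 µM; higher means less SRC3-driven luciferase light from the GAL4 reporter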
LMP1 NFkB inh = EBV LMP1-driven NF-kappaB luciferase reporter inhibitors, primary screen, cell-based, luminescence, single point; LMP1-induced NF-kappaB luciferase reporter cells; inhibition, % at 12.5 µM; actives 0.69% (n = 350,000); in the data active = inhibition above about 41%;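 note: 0% = neutral control wells and 100% = reference inhibitor control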
TROY NFkB inh = inhibitors of TROY-driven NF-kB signaling, primary screen, Q293 LMP1-TROYcd cells, NF-kB luciferase, uHTS; Q293 LMP1-TROYcd NF-kB luciferase reporter, 4 h; inhibition, % at 10 µM; actives 0.98% (n = 360,000);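 active = compounds whose plate-normalised and pattern-corrected inhibition of the luciferase reporter signal at the single screening dose is 50% or more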
LRH-1 inv ag = LRH-1 (NR5A2) inverse agonists, primary screen, cell-based, luminescence, HEK293T, StAR-luciferase reporter; LRH-1 transfected, 24 h; inhibition, % at 3.6 µM; actives 0.13% (n = 360,000);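 active = inhibition above the mean inhibition of all tested compounds plus 3 SD, cut at about 73% in these data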;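 note: 0% = DMSO wells and 100% = reporter-only cells lacking LRH-1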
NOD2-RIPK2 inh = NOD2-RIPK2 binding disruptors in cells, primary screen, fluorescence, CHO cells, BLA complementation; CCF4 ratio; inhibition, % at 4.98 µM; actives 0.38% (n = 360,000); in the data active = inhibition above about 21%;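 note: 0% = vehicle only and 100% = reference blocker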
NCOA1 inh = SRC1 coactivator transcriptional activity inhibitors, primary screen, cell-based, luminescence. inhibition, % at 3.6 µM. Nuclear receptor coactivator 1 (Homo sapiens), Q15788. actives 0.12% (n = 360,000). HEK293 GAL4-SRC1 luciferase reporter;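 active = inhibition above the campaign mean plus 3 SD, with each screening campaign given its own cutoff, cut at about 60% in these data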;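 note: 0% = DMSO treated cells and 100% = gossypol at 36 µM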
SRC2 inh = inhibition of GAL4-SRC2 driven luciferase reporter, primary screen, SRC2 inhibitor project, cell-based, luminescence | Nuclear receptor coactivator 2 (Homo sapiens), Q15596 | HEK293 GAL4-SRC2 luciferase reporter | inhibition, % at 9 µM | actives 0.17% (n = 370,000) | AID 651957, 2012;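 active = inhibition above the mean inhibition of all tested compounds plus 3 SD, set per campaign, cut at about 52% in these data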;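 note: 0% = DMSO treated cells and 100% = cells given Gossypol at 36 µM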
C8 TRAIL sens = viability loss with TRAIL in NB7+C8 cells, primary screen, TRAIL sensitizer project, cell-based, ATPlite luminescence | actives 1% (n = 360,000) | AID 624354, 2012 | inhibition (viability loss, TRAIL sensitization), % at 10 µM;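 active = compounds causing at least 50% loss of cell viability in the single-dose screen, relative to plate controls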
Starred values were filed as active, the others as inactive; . = no result given.

Start of the data: the first 4 compounds (preview)
SMILES	Vif imaging	TLR9-MyD88 block	NR2F2 inh	SRC3 inh	LMP1 NFkB inh	TROY NFkB inh	LRH-1 inv ag	NOD2-RIPK2 inh	NCOA1 inh	SRC2 inh	C8 TRAIL sens
O/N=C(\COc1ccccc1O)c1ccccc1	4	-9	8	2	-2	-24	5	-10	15	-26	-12
CCC(C)[C@H](NC(=O)NC1CCCc2ccccc21)C(=O)OC (stereo partly specified)	11	4	0	9	-5	2	11	-7	-9	16	-1
COCCCn1nnnc1SCC(=O)N1CCCC1	9	-11	0	7	2	8	5	12	-9	10	5
COc1cccc(NC(=O)CN2C(=O)COc3ccc(S(=O)(=O)N4CCOCC4)cc32)c1	-2	3	-13	-3	2	-17	-13	-2	5	-10	-1

The listing, repeating the preview:
SMILES	Vif imaging	TLR9-MyD88 block	NR2F2 inh	SRC3 inh	LMP1 NFkB inh	TROY NFkB inh	LRH-1 inv ag	NOD2-RIPK2 inh	NCOA1 inh	SRC2 inh	C8 TRAIL sens
O/N=C(\COc1ccccc1O)c1ccccc1	4	-9	8	2	-2	-24	5	-10	15	-26	-12
CCC(C)[C@H](NC(=O)NC1CCCc2ccccc21)C(=O)OC (stereo partly specified)	11	4	0	9	-5	2	11	-7	-9	16	-1
COCCCn1nnnc1SCC(=O)N1CCCC1	9	-11	0	7	2	8	5	12	-9	10	5
COc1cccc(NC(=O)CN2C(=O)COc3ccc(S(=O)(=O)N4CCOCC4)cc32)c1	-2	3	-13	-3	2	-17	-13	-2	5	-10	-1
COc1ccc(OC)c(-c2oc3ccccc3c(=O)c2O)c1	5	5	-17	-3	-7	-9	-28	8	0	-3	-17
COc1ccc([N+](=O)[O-])cc1NC(=O)c1cc(C)c(C)o1	4	4	7	-1	1	17	13	-1	13	17	-11
Cc1cc(C)c[n+](CC(=O)c2ccc(C)c([N+](=O)[O-])c2)c1	-6	-11	14	3	4	2	2	1	4	20	-11
O=C(CN1CCN(S(=O)(=O)/C=C/c2ccccc2)CC1)Nc1ccccc1N1CCOCC1	3	3	4	10	-6	-14	2	2	6	15	20
O=C1OC(Oc2ccccc2)(c2ccccc2)c2ccccc21 (stereo unspecified)	.	-10	16	19	-13	-8	14	-5	18	-8	-3
CCCCC(=O)OC1CCC2C3CCc4cc(O)ccc4C3CCC12C (stereo unspecified)	0	19	2	-1	-5	4	20	-8	9	24	-2
CC(=O)Nc1ccccc1C(=O)C(=O)Nc1ccc(C)c(F)c1	2	7	-30	-44	-23	-32	-111	-3	-64	-37	-4
O=C(Nc1ccc(C(=O)N2CCCCC2)cc1)c1ccccc1Cl	7	2	-11	14	4	4	22	-2	-17	-3	23
CC(C)(C)C(=O)NC(=S)Nc1ccccn1	-15	-4	1	-10	-1	10	-1	-13	-9	7	-1
COc1ccc(C2(C)NC(=O)N(CC(=O)Nc3ccc(Br)c(C)c3)C2=O)cc1OC (stereo unspecified)	-19	-6	8	-5	4	4	-22	-15	-11	-17	9
Cn1cc(S(=O)(=O)c2ccccc2)n(C)c1=O	26	-2	-7	5	2	3	6	-1	-4	16	-10
Cc1ccc(S(=O)(=O)NC(=O)C2(C)CCN2C(=O)c2ccc(C(F)(F)F)nc2C)cc1 (stereo unspecified)	-10	.	3	-2	.	2	0	-15	19	-11	-21
N#Cc1ccccc1OCC(=O)NC1CCCCCC1	.	10	-22	-88	-31	-45	-72	-5	-92	-35	-1
O=C(N/N=C/c1cccs1)c1cccc(S(=O)(=O)Nc2ccc(Cl)cc2)c1	-18	-6	13	9	3	-18	0	-1	-11	0	4
COc1ccccc1N(C)S(=O)(=O)c1ccc(C)c(C(=O)NC(C)c2ccccn2)c1 (stereo unspecified)	-1	-7	14	-25	-4	-5	9	1	-25	-9	-10
N#Cc1c(-c2ccc(Cl)cc2)n(O)c2ccccc12	-15	-7	.	-8	2	50	11	3	-13	.	47
CSc1sc(-c2nnc(SCC(=O)Nc3ccc(Cl)cc3)n2C)c2c1C=CCC2	12	.	-4	17	.	19	-6	-11	-47	-32	7
Cc1cc2c(ncn2C)c(NS(=O)(=O)c2cc(Cl)ccc2Cl)c1C	0	-6	11	7	3	2	-7	-10	-9	-53	-17
O=C(OCc1cc(Cl)ccc1OC(F)F)c1cccnc1	-7	1	7	-14	3	-6	-6	-8	-26	1	-1
CC(=O)Nc1cccc(NC(=O)c2cc(Cl)ccc2Cl)c1	4	-5	10	4	-7	13	-2	-6	-13	-7	-2
OCc1ccccc1O[C@@H]1O[C@H](CO)[C@@H](O)[C@H](O)[C@H]1O	-5	-1	2	5	5	-12	-18	-1	-3	1	13
COc1cccc(C2=Nn3c(nnc3-c3ccccc3O)SC2)c1	.	8	-9	12	4	20	11	6	7	-4	11
O=C(CCC(=O)OCC(=O)c1ccc([N+](=O)[O-])cc1)Nc1ccccc1Cl	-9	2	.	16	-4	-11	16	3	-22	.	1
O=C(Nc1cccc(-c2nc3ccccc3c(=O)o2)c1)c1ccccc1	5	7	-13	4	5	19	-11	2	-7	-10	0
O=C(CCl)N(C/C=C/c1ccccc1)c1ccc2c(c1)OCCO2	-18	2	25	-9	-10	23	17	5	-27	29	92*
CCSc1nc2c(c(=O)n(C)c(=O)n2C)n1Cc1ccc(Cl)cc1	-11	3	-6	2	-1	13	-1	-3	1	-25	9
CCN(CC)CCOc1cc2c(nn1)Oc1ccccc1N2C	-1	-1	13	3	-2	-17	-3	-15	-22	-15	-42
CCO[C@H]1OC(C(=O)O)=C[C@@H](C)[C@@H]1CCCO	-5	7	-5	8	-1	-18	22	0	-12	-13	1
CC(C)n1nc(C(=O)Nc2nc3ccc(S(C)(=O)=O)cc3s2)c2ccccc2c1=O	11	1	5	12	2	4	8	0	-13	-14	35
CCN(CC)S(=O)(=O)c1cccc(-c2nnc(SCC(N)=O)n2CCc2ccccc2)c1	-5	-2	4	11	-2	-3	9	-6	-5	16	-17
O=C(NCCCN1CCOCC1)c1cc2nc(-c3ccco3)cc(C(F)(F)F)n2n1	4	14	13	6	1	-9	-2	-9	-23	-13	-2
CCOC(=O)c1[nH]c(C)c(C(=O)NCCCN2CCOCC2)c1C	1	-6	3	5	-1	18	25	-2	-2	3	10
COc1ccc(S(=O)(=O)N2CCOCC2)cc1NC(=O)CNC(=O)c1cccs1	6	8	4	17	-18	5	3	-12	-8	-18	-33
N#Cc1nccc2ccc(OCc3ccc(Br)cc3)cc12	6	2	-9	-2	0	-8	-15	-13	-14	18	20
Cc1nc2ccccc2nc1OCc1cccc(Cl)c1	2	-3	-9	10	1	-6	1	-4	11	-9	5
COc1ccc(/C(C)=N/Nc2ccc(F)cc2F)c(O)c1	-12	1	1	7	-5	-20	1	-5	-8	-3	0
CC(c1ccco1)N(C(=O)c1cccc(Br)c1)c1ccccn1 (stereo unspecified)	-6	-1	14	-12	0	-87	-31	-9	-19	-1	2
CCC(CC)C(=O)Nc1cccc(C(=O)NCCc2ccc(S(N)(=O)=O)cc2)c1	-7	-3	-18	15	-6	-5	-10	6	3	-32	-18
O=C(/C=C/c1ccccc1)Nn1cnc2ccccc2c1=O	-8	-6	-8	-16	-9	-23	-42	-7	-58	-31	-2
COC(=O)c1sccc1NC(=O)C1CCCCC1C(=O)O (stereo unspecified)	-1	2	17	1	0	3	2	1	-48	9	-7
COC(=O)c1ccc(NC(=O)CN2C(=O)C3C4C=CC(C4)C3C2=O)cc1 (stereo unspecified)	14	-2	-20	-2	0	-19	7	0	6	-8	1
c1ccc(Nc2nnc(-c3cccc4ccccc34)o2)cc1	-10	.	-33	-80	.	-66	-81	-6	-76	-109	-2
Cc1cccc(C)c1N1CCN(C(=O)c2ccc3c(c2)OCO3)CC1	6	10	5	7	1	13	6	10	-3	11	-4
CC(=O)N1CCN(c2ccc(NC(=O)c3cccc(F)c3)cc2)CC1	1	-16	-48	-72	-17	-56	-48	-7	-55	-58	9
CC(NC(=O)CCc1ccc(S(=O)(=O)NC2CCCCC2)cc1)c1ccccc1 (stereo unspecified)	.	0	4	27	5	-11	10	-8	2	-24	-4
OCC1(Cc2cccc(Cl)c2)CCCN(Cc2sc(N3CCCC3)nc2Cl)C1 (stereo unspecified)	-1	1	-2	0	-4	22	-4	-5	1	-8	-2
CC(=O)c1ccc(NC(=O)CSc2n[nH]c(-c3cccnc3)n2)cc1	4	-4	19	1	-5	-8	4	4	-16	18	-6
CN(CC(=O)N1CCN(Cc2ccccc2)CC1)C(=O)Cc1cccc2ccccc12	-15	-3	8	-12	7	2	0	3	4	-14	11
O=C(CSCc1c(Cl)cccc1Cl)NN=C1CCCC1	4	3	5	2	5	20	4	-2	-7	-16	-8
CCn1c(C)cs/c1=N\S(=O)(=O)c1ccccc1	-7	-3	5	-9	-1	-3	0	-11	1	-11	-18
CC(C)CC(=O)Nc1ccc(S(=O)(=O)NCc2ccco2)cc1	7	-1	-4	6	5	-16	5	-10	-23	-23	-21
CCCCn1c(=N)n(CC(O)COc2cccc(C)c2)c2ccccc21 (stereo unspecified)	-33	12	11	12	-6	-6	40	1	30	-21	28
Cc1ccc(S(=O)(=O)N2CCOCC2)cc1C(=O)OCC(=O)Nc1ccc2c(c1)OCO2	-1	10	7	-8	-12	-24	-6	4	-16	-15	-13
O=C(NCc1ccco1)c1sc(=S)n2c1[nH]c(=O)c1ccccc12	-7	0	7	-8	-6	17	-12	-4	5	-12	-8
COc1cc(OC)c(C2SCCN2S(=O)(=O)c2ccc(F)cc2)cc1OC (stereo unspecified)	.	-3	3	14	7	5	8	2	-14	4	-1
Cn1nnnc1Sc1ccc(C(=O)O)cc1[N+](=O)[O-]	-2	-3	-18	15	-6	4	-12	-2	0	5	-7
Other structures
SMILES	Vif imaging	TLR9-MyD88 block	NR2F2 inh	SRC3 inh	LMP1 NFkB inh	TROY NFkB inh	LRH-1 inv ag	NOD2-RIPK2 inh	NCOA1 inh	SRC2 inh	C8 TRAIL sens
COc1ccccc1C(=O)NC(=O)COC(=O)c1ccc(Cl)cc1[N+](=O)[O-]	-6	2	-10	-3	2	-12	0	-17	7	4	2
COc1ccc(CN(C)C[C@H]2OCCCC[C@@H](C)Oc3ccc(NS(C)(=O)=O)cc3C(=O)N([C@H](C)CO)C[C@@H]2C)cc1	-4	-9	2	5	-4	-20	3	-2	-5	-3	-6
COC(=O)c1c(NC(=O)COC(=O)c2ccc(Cl)cc2[N+](=O)[O-])sc2c1CCCCC2	11	-14	-19	10	-2	-3	-2	-3	-1	-25	-8
CCOC(=O)c1c(NC(=O)C2CCCCC2)sc2c1CCN(CC)C2	3	6	-12	-3	2	1	0	6	-9	-2	-9

This is a subset; the hit share may differ from the screen's.
